hIAP activ – increases human intestinal alkaline phosphatase activity; activation factor at 10 µM; 330,000 compounds, 0.16% hits; purified human IAP, CDP-Star luminescence, 30 min; stronger effect = higher value; 1 = vehicle-only enzyme, 0 = enzyme-free background; AID 2524; P09923;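 active means activation factor of the enzyme at least 2-fold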; further: the source names both 10 and 20 µM as test concentration; values of inactives mirror those of a sister screen read the other way
Target sequence (P09923 whole entry, looked up): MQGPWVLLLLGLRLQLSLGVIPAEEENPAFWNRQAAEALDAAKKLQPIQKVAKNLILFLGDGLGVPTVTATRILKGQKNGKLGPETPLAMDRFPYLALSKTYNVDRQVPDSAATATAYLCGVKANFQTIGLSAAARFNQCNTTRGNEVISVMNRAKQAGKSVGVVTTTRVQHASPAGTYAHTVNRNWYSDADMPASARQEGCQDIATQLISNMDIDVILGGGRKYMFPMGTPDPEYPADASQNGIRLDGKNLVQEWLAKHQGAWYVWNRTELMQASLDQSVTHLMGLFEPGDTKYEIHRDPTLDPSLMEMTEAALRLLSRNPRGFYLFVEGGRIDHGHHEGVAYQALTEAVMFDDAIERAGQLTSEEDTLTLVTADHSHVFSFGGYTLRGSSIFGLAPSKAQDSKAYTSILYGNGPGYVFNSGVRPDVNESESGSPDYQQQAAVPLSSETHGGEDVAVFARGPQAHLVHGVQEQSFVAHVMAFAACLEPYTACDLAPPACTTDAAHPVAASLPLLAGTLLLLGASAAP
mIAP activ – mouse IAP activation | activation factor at 10 µM | 330,000 compounds, 0.24% hits | muIAP, CDP-Star luminescence, 30 min; stronger effect = higher value; 1 = vehicle-only enzyme signal, 0 = enzyme-free wells;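 active means activation factor of at least 2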; further: the source names both 10 and 20 µM as test concentration; values of inactives mirror those of a sister screen read the other way
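Assay system: mouse IAP enzyme; reagent: chemiluminescent substrate CDP-Star; dosing: test compounds delivered from DMSO solution; schedule: 30 min at room temperature; measured by: luminescence from enzymatic CDP-Star hydrolysis; controls: DMSO-only wells and no-enzyme negative control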
PfGluPho inh – PfG6PD (Plasmodium falciparum) enzyme inhibition; PfGluPho enzyme, NADPH resazurin-diaphorase fluorescence; inhibition, % at 20 µM; 350,000 compounds, 0.78% hits; AID 504690;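 active means inhibition reaching at least a set limit at 20 µM in the primary screen, cut at about 59% in these data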;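 further: 0% = DMSO wells with substrate and 100% = DMSO wells lacking glucose-6-phosphate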
mIAP inh – blocks mouse intestinal alkaline phosphatase. purified mouse IAP, CDP-Star luminescence, 30 min. inhibition, % at 10 µM. 330,000 compounds, 0.2% hits;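 active means inhibition of at least 40% at 10 µM in the primary screen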;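 further: plate controls were DMSO with enzyme for no effect and no enzyme wells for full effect; values of inactives mirror those of a sister screen read the other way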
ATG4B inhibitor – blocks human ATG4B protease cleavage of LC3 substrate; inhibition, % at 8.33 µM; 340,000 compounds, 0.51% hits; AID 504462; Q9Y4P1; ATG4B cleavage of LC3-PLA2, NBD-HPC fluorescence, 1 h; in the data active means inhibition above about 40%
Target sequence (Q9Y4P1 whole entry, looked up): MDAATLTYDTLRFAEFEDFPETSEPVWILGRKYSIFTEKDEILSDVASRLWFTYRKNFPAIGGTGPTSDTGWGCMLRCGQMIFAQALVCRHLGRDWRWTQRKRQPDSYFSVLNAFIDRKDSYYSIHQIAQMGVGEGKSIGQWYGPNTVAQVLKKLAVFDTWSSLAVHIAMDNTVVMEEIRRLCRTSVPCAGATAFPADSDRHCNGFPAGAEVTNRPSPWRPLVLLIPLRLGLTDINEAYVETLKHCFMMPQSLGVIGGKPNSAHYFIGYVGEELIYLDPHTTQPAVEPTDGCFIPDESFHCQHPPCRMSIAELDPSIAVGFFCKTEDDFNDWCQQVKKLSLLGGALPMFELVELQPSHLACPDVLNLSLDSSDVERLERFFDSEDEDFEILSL
hIAP inh – blocks human intestinal alkaline phosphatase. P09923. purified IAP, CDP-Star luminescence, 30 min. inhibition, % at 10 µM. 330,000 compounds, 0.12% hits. AID 2544;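 active means inhibition reaching a set limit with compound at 10 µM in the primary screen, cut at about 35% in these data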;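 further: plate controls were DMSO wells with enzyme for no effect and no-enzyme buffer wells for full effect; values of inactives mirror those of a sister screen read the other way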
HKDC1 inh – blocks human hexokinase HKDC1 activity. recombinant HKDC1, G6PDH/diaphorase resazurin coupled fluorescence. Q2TB90. AID 493160. 340,000 compounds, 0.16% hits. inhibition, % at 20 µM;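 active means inhibition above about 35% when tested at 20 µM, limit read from the data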;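 further: plate controls were DMSO wells with enzyme for no effect and DMSO wells lacking enzyme for full effect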
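Test system: recombinant HKDC1 (HK5) hexokinase enzyme, produced in-house; Amount: enzyme 5 µg/mL final; Buffer or medium: Tris pH 8.0 buffer with MgCl2, Tween-20, BSA, BME; Reagent: glucose and ATP substrates; Doses: 20 µM test compound, 1% DMSO; Incubation: 90 min reaction incubation at room temperature, dark; Detection: resorufin fluorescence at 613 nm.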
APOBEC3A inh – blocks human APOBEC3A ssDNA deamination; P31941; recombinant A3A, FAM/TAMRA ssDNA deamination fluorescence; inhibition, % at 20 µM; 330,000 compounds, 0.41% hits;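 active means at least 40% inhibition at 20 µM here, with at most 30% in a related deaminase screen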;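 further: plate controls were A3A with DMSO for no effect and wells lacking A3A enzyme for full effect; some results filed as inactive read as strong as hits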
Target sequence (P31941 whole entry, looked up): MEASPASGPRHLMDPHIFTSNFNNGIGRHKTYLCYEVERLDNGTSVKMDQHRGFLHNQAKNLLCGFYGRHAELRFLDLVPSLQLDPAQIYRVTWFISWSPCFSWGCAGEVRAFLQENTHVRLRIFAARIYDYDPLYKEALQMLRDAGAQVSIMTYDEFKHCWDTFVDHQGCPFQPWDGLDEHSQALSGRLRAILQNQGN
* hit, by the source's call; . = not tested or not shown. Outcome played no part in choosing rows (roughly 2.4% active in at least one column).

SMILES	hIAP activ	mIAP activ	PfGluPho inh	mIAP inh	ATG4B inhibitor	hIAP inh	HKDC1 inh	APOBEC3A inh
C=C1C(O)[C@@H]2O[C@]3(CC[C@H](/C=C/C(C)[C@@H]4CC(C)=CC5(O[C@H](C[C@@](C)(O)CO)CCC5O)O4)O3)CC[C@H]2O[C@@H]1C(O)CC(C)[C@H]1OC2(CCCCO2)CCC1C (stereo not given in full)	1.1	1	-7	-4	2	-7	-3	-2
NC(=S)N/N=C/c1ccccc1O	1.6	0.97	-35	3	-1	-65	-25	2
Cc1ccc(C(=O)c2ccc(O)cc2)cc1C	1.1	0.99	-9	0	-11	-6	2	1
CCC1CCCCN1C(=O)CSc1nnc2nc(C)cc(C)n12 (stereo not given)	0.99	0.96	2	4	2	1	3	3
CC(C)OC(=O)c1cccnc1N1CCN(c2ccc(F)cc2)CC1	0.86	1	6	-5	6	14	-9	-1
Cc1nc(CNS(=O)(=O)c2cc([N+](=O)[O-])ccc2C)cs1	0.9	0.97	-15	3	1	10	13	1
CC[C@@]12C(=O)N(c3cccc(F)c3)C(=O)N1[C@H](c1ccc(OC)cc1)[C@@H]1C(=O)N(C(C)(C)C)C(=O)[C@@H]12	0.95	0.89	12	11	-1	5	-7	-5
COc1ccc(/C=C(/NC(=O)c2ccccc2)C(=O)NCCN2CCOCC2)cc1OC	1.2	0.98	0	2	0	-23	-7	-2
CC(=O)OCc1c(C)cc(C)c(/C=C(/C#N)C(N)=O)c1C	1.1	1	5	-3	1	-10	-6	2
COc1ccccc1CN(C)C(=O)COC(=O)c1cc(C)oc1C	0.85	0.88	2	12	4	15	0	5
CCCC(=O)Nc1ccccc1NC(=O)CCC	1	1.2	2	-16	-11	0	-5	-4
COc1ccc2sc(-c3ccccc3OC)c(C#CCCO)c2c1	1	0.86	6	14	-6	-4	6	3
CCCN1Cc2cccc(C(=O)NCCc3ccccc3)c2C1=O	1.1	1.1	11	-7	1	-9	-3	2
O=C(CSc1cn(CCNC(=O)c2c(F)cccc2F)c2ccccc12)NCC1CCCO1 (stereo not given)	1.3	0.95	10	5	-7	-26	-8	-2
CC(NC(=O)c1ccc(S(C)(=O)=O)cc1)c1cccc2ccccc12 (stereo not given)	0.87	1	12	-5	-12	13	-5	7
O=C(N/N=C\c1cccc(OC(=O)c2ccco2)c1)c1ccc2c(c1)OCO2	1.2	1.1	-3	-7	-2	-16	-4	6
COc1cc(OC)c(/C=N/NC(=O)c2ccc([N+](=O)[O-])cc2)cc1Br	0.95	0.88	-6	12	-5	5	-8	2
O=C(O)CCc1ccc(S(=O)(=O)NCCc2ccccc2)cc1	0.83	0.95	-8	5	-3	17	-14	-2
Cc1ccc[n+](CC(=O)Nc2cccc([N+](=O)[O-])c2)c1	1	0.88	1	12	-6	-4	-7	-1
CCOc1ccc(C(=O)C(C)=O)c(OCC)c1	1.1	1.1	14	-6	-10	-7	-8	0
COc1cc2[nH]c(Cl)c([N+](=O)[O-])c2cc1OC	0.96	0.97	104*	3	4	4	11	-1
CS(=O)(=O)c1cccc(C(=O)Nc2ccccc2Cc2ccccc2)c1	1.2	1	-2	-4	-1	-19	-2	1
CCOC(=O)C1CCN(C(=O)CCNC(=O)Cn2cnc3ccccc3c2=O)CC1	0.92	0.99	9	1	-5	8	-5	-3
Cn1c(OCc2ccc3c(c2)OCO3)nc2c1c(=O)n(Cc1cccc(Cl)c1)c(=O)n2C	0.94	0.96	-9	4	-4	6	1	-1
COc1ccc(C(=O)Nc2ccc(C(=O)Nc3nccs3)cc2)cc1[N+](=O)[O-]	1.1	0.93	-12	7	-5	-8	-7	-1

Carrying on.
SMILES	hIAP activ	mIAP activ	PfGluPho inh	mIAP inh	ATG4B inhibitor	hIAP inh	HKDC1 inh	APOBEC3A inh
O=C(O)COc1cccc(NC(=O)C2CCCO2)c1 (stereo not given)	1.1	1.1	-21	-5	-12	-9	-4	1
Cn1cc(CC(=O)NCCCN2CCCC2=O)c2ccccc21	0.98	0.93	-19	8	-3	2	-2	-2
CCOC(=O)CC(=O)Nc1c(C)cc(C)cc1C	0.86	1	-16	-5	6	14	-5	-1
O=C(COC(=O)c1c[nH]c(=O)[nH]c1=O)Nc1ccccc1F	1.2	1.1	0	-10	6	-17	-7	-11
O=C(O)CCN(CCC(=O)O)S(=O)(=O)c1ccccc1	0.91	1.2	2	-20	-6	9	1	1
Cc1csc(NC(=O)c2cncc(Br)c2)n1	1.1	1	19	0	-9	-5	-8	-2
COC(=O)c1[nH]c2cccc(OC)c2c1NC(=O)CCN1CCC(C(N)=O)CC1	0.98	0.96	.	4	.	2	.	5
O=S(=O)(Nc1ccncc1)c1ccc(Cl)c(Cl)c1	0.86	1.1	-6	-14	3	14	-9	-10
O=C(COc1ccc(Cl)cc1)NCCN1CCCC1	1	1	5	0	-12	-4	-5	-3
O=c1c2ccccc2c(C=NC2CCS(=O)(=O)C2)c(O)n1-c1ccccc1 (stereo not given)	1.1	1	-8	-2	-11	-8	9	-6
CC(C)(C)C(=O)Nc1ccc(C(=O)N/N=C/c2ccccc2OC(=O)c2ccc(Cl)cc2)cc1	1.7	0.93	-26	7	-2	-68	-4	-4
CCN(CC)CCn1c2c(c(SCC(=O)Nc3ccc(C)c(F)c3)nc1=O)CCC2	1.1	1.1	4	-6	7	-7	-6	2
Cc1cccc(C)c1N1CCN(S(=O)(=O)c2ccccc2)CC1	1.1	1	10	-3	-6	-8	-2	0
COc1ccc(-n2nc(C(=O)O)c3ccccc3c2=O)c(OC)c1	0.85	0.97	-11	3	-8	15	3	-1
OC(CNCc1ccccc1Cl)C(F)(F)F (stereo not given)	1	1.1	5	-9	-5	0	-7	5
CN(C)c1ccnc(Oc2ccc(F)cc2)c1C#N	1.2	1.1	-5	-12	-1	-15	-13	-2
CCn1nccc1C(=O)Nc1cccc(C)c1C	1	1	7	-1	-3	-4	2	-3
CCCn1c2ccccc2c2nnc(SC(CC)C(=O)Nc3sc4c(c3C#N)CCCC4)nc21 (stereo not given)	1	0.85	34	15	-6	-3	-3	0
CCOC(=O)c1nc(NCc2cccnc2)c2ccccc2n1	0.92	0.96	-10	4	-2	8	7	5
CC1(CC(=O)O)C(=O)N=C2C=CC=CN21 (stereo not given)	0.93	0.97	8	3	-2	7	-12	-1
Cc1ccc(OCCN2CCCC2)cc1	1.3	1	2	-1	-5	-30	-3	-6
CCN(C(=O)CSc1nc2ccccc2c(=O)n1Cc1ccc(C)cc1)C1CCS(=O)(=O)C1 (stereo not given)	0.8	0.98	11	2	-1	20	-2	-1
Cc1ccc(NC(=O)c2cc(N(C)C)ccc2[P+](=O)O)cc1	0.91	1.1	-4	-10	-6	9	-11	4
O=C(Cn1c(NCCO)nc2ccccc21)NCCc1ccc(F)cc1	1.2	1	-25	-2	-1	-20	-5	-4
NNC(=O)CN1C(CN2CCOCC2)=Nc2ccc(Br)cc2C1c1ccccc1 (stereo not given)	0.9	0.9	4	10	-13	10	-13	-4

Additional records:
SMILES	hIAP activ	mIAP activ	PfGluPho inh	mIAP inh	ATG4B inhibitor	hIAP inh	HKDC1 inh	APOBEC3A inh
CCC1C(=O)CC(c2ccc([N+](=O)[O-])cc2)NC1c1ccc([N+](=O)[O-])cc1 (stereo not given)	0.87	0.97	3	3	2	13	-5	-2
N#Cc1sc(NCc2ccccn2)nc1Cl	0.89	0.96	7	4	1	11	-4	0
COc1ccc(CN2CCCCC2C(=O)Nc2ccc(OC)c(OC)c2)cc1OC (stereo not given)	1.2	1	4	-2	13	-22	15	-2
COC(=O)CSc1nc(NC#N)nc(NC(C)C)n1	0.99	1	6	-1	13	1	7	-1
CCC(C)n1cnc2c(c1=O)c1nc3ccccc3nc1n2Cc1ccccc1OC (stereo not given)	0.92	0.99	12	1	-8	8	-4	-14
Cc1cccc(NC(=O)N2CCCC2C(=O)NCc2ccccc2)c1 (stereo not given)	1	0.98	2	2	0	0	-7	2
COCCN1C(=O)c2ccc(C(=O)Nc3cccnc3)cc2C1=O	0.86	1	7	-2	4	14	-6	-3
CCC1CCCCN1C(=O)CSc1nnc(-c2ccc(Cl)cc2)o1 (stereo not given)	0.95	0.92	-6	8	5	5	-7	-1
CC(=O)Nc1ccc(C(=O)N2CCN(C(=O)c3ccco3)CC2)cc1	0.93	1	-3	-2	-14	7	-5	2
CCOC(=O)[C@H]1[C@H]2COc3ccc(OC)cc3[C@@H]2N2C(=O)CN(Cc3ccc(Cl)cc3)C(=O)[C@@]12C	0.91	0.94	-12	6	0	9	5	-2
CCCCn1c(CN2CCN(C(=O)OCC)CC2)nc2c1c(=O)[nH]c(=O)n2C	0.95	0.95	-5	5	-11	5	-9	-3
CCC(C)[C@H](NC(=O)N1CC(=O)Nc2ccccc21)C(=O)N[C@@H](Cc1c[nH]c2ccccc12)C(=O)O (stereo not given in full)	1	0.92	-13	8	-22	0	-1	-4
O=C(CSc1cccc2cccc(Cl)c12)NC1=NCCS1	1	1	18	-1	-18	-4	11	2
Cc1cc(C)cc(N(CC(=O)Nc2cccc(C)c2C)S(=O)(=O)c2c(C)[nH]c(=O)[nH]c2=O)c1	0.87	0.9	10	10	-2	13	-3	-4
O=C(c1sc2ccccc2c1Cl)N1CCN(c2ccccn2)CC1	1.1	0.96	4	4	3	-8	-3	1
Cc1ccc(S(=O)(=O)N2CCC3(CC2)OCCN3S(=O)(=O)c2cccs2)cc1	0.96	0.95	-1	5	5	4	-5	1
CC(=O)c1ccc(CCCC(=O)O)cc1	1.1	0.94	-3	6	-3	-12	-6	-2
COc1ccc([N+](=O)[O-])cc1N(CC(=O)NCc1ccco1)S(C)(=O)=O	1.1	0.92	7	8	-7	-10	-15	2
CCn1c(SCCN2CCCCC2)nnc1-c1ccc(S(=O)(=O)N2CCOCC2)cc1	0.74	1	-5	-1	-2	26	-6	-5
CCc1cccc(OCC(=O)Nc2c[nH]c(=O)[nH]c2=O)c1	1.1	0.99	8	1	-10	-11	-9	-1
Cc1ccc(Cl)c(OCC(=O)OCC(=O)c2ccc[nH]2)c1	1.1	0.99	0	1	-1	-11	-4	-3
O=[N+]([O-])c1cc(C(F)(F)F)cc([N+](=O)[O-])c1NCCCN1CCOCC1	1	0.99	8	1	-2	-2	-1	1
CSc1nnc(-c2ccccc2N=Cc2c(C)[nH]n(-c3ccc4ccccc4c3)c2=O)c(=O)[nH]1	1.2	0.93	-7	7	-7	-22	14	4
O=C(COc1ccccc1)NS(=O)(=O)c1ccccc1	0.97	0.97	-18	3	5	3	-5	0
COc1cc2c(cc1NC(=O)CN1CCN(S(=O)(=O)c3ccc(F)cc3)CC1)oc1ccccc12	0.89	1	-17	-4	-5	11	-2	-2
Cc1ccc(-c2nc3ccccc3c(=O)n2-c2c(C)n(C)n(-c3ccccc3)c2=O)cc1	0.98	0.96	2	4	-9	2	-3	5
Cc1ccc(-c2csc3ncn(Cc4ccc(C(=O)O)cc4)c(=O)c23)cc1C	1.1	0.91	-38	9	-2	-6	-3	3

Three compounds already listed, arranged by formula weight, rising:
SMILES	hIAP activ	mIAP activ	PfGluPho inh	mIAP inh	ATG4B inhibitor	hIAP inh	HKDC1 inh	APOBEC3A inh
OC(CNCc1ccccc1Cl)C(F)(F)F (stereo not given)	1	1.1	5	-9	-5	0	-7	5
COc1cc2c(cc1NC(=O)CN1CCN(S(=O)(=O)c3ccc(F)cc3)CC1)oc1ccccc12	0.89	1	-17	-4	-5	11	-2	-2
C=C1C(O)[C@@H]2O[C@]3(CC[C@H](/C=C/C(C)[C@@H]4CC(C)=CC5(O[C@H](C[C@@](C)(O)CO)CCC5O)O4)O3)CC[C@H]2O[C@@H]1C(O)CC(C)[C@H]1OC2(CCCCO2)CCC1C (stereo not given in full)	1.1	1	-7	-4	2	-7	-3	-2
